PREPL inh: inhibitors of human prolyl oligopeptidase-like enzyme PREPL. inhibition, % at 5.96 µM. recombinant PREPL, fluorescence polarization activity-based probe. 0.68% of 320,000 active. AID 2751. Q4J6C6; in the data active = inhibition above about 43%;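 note: 0% = enzyme with DMSO and 100% = wells lacking enzyme; many of its hits are not listed in these tables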
PAD4 inh: inhibitors of human PAD4; inhibition, % at 6.36 µM; AID 485272; recombinant PAD4, RCA probe fluorescence polarization; 0.41% of 330,000 active;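 active = percent inhibition above a cutoff equal to the mean of all tested compounds plus 3 SD, cut at about 15% in these data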;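 note: 0% = PAD4 with RCA probe and DMSO and 100% = probe without PAD4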
LYPLA1 inh: LYPLA1 (human) inhibition in PME1 counter-screen; O75608; recombinant LYPLA1, FP-Rh probe fluorescence polarization; inhibition, % at 5.9 µM; 0.16% of 320,000 active;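 active = inhibition above the mean of all tested compounds plus 3 SD, set per campaign, cut at about 14% in these data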;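 note: inhibitors block serine hydrolase probe labeling of LYPLA1 so polarization falls; 0% = enzyme with DMSO and 100% = wells lacking LYPLA1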
pPAFAH FP inh: inhibitors of human plasma PAF acetylhydrolase (pPAFAH); recombinant pPAFAH, FP-rhodamine probe fluorescence polarization; inhibition, % at 3.39 µM; 1.5% of 330,000 active;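 active = inhibition above the mean inhibition across the screen plus 3 SD, cut at about 25% in these data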;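 note: inhibitors block binding of the rhodamine activity-based probe so polarization drops; 0% = enzyme with DMSO and 100% = wells lacking pPAFAH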
Target sequence (Q13093 whole entry, looked up): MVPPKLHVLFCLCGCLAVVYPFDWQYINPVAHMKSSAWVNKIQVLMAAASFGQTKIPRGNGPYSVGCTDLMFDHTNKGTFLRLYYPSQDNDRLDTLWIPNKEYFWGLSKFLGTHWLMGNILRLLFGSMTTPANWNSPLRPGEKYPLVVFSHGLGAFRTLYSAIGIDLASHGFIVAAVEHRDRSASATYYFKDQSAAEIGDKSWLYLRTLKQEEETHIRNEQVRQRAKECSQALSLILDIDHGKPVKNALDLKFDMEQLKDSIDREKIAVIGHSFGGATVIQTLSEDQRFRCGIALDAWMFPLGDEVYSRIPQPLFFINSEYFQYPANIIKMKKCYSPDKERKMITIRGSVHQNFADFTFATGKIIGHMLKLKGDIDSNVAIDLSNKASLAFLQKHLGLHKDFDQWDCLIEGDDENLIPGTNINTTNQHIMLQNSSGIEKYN
LYPLA2 counter: counter-screen for PME1 inhibitors: inhibitors of human LYPLA2; O95372; recombinant LYPLA2, FP-Rh probe fluorescence polarization; inhibition, % at 5.9 µM; 0.38% of 320,000 active;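 active = inhibition above the screen-wide mean plus 3 SD, limit set per campaign, cut at about 26% in these data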;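 note: 0% = LYPLA2 with DMSO and 100% = wells lacking LYPLA2 enzyme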
PAFAH1B3 FP inh: blocks human PAF acetylhydrolase 1B catalytic subunit 3. recombinant PAFAH1B3, FP-rhodamine probe, fluorescence polarization. inhibition, % at 3.39 µM. AID 492972. 0.28% of 340,000 active. Q15102;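 active = inhibition above the screen-wide average of all tested compounds plus 3 SD, cut at about 25% in these data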;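 note: 0% = enzyme with DMSO only and 100% = wells lacking PAFAH1B3 protein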
GSTO1 inh: counter-screen for RBBP9 inhibitors: inhibitors of human GSTO1 | P78417 | recombinant GSTO1, activity-based probe fluorescence polarization | inhibition, % at 5.96 µM | 1.1% of 300,000 active | AID 1974;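 active = inhibition above the campaign mean inhibition plus 3 SD, cut at about 35% in these data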;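 note: 0% = GSTO1-1 with DMSO and 100% = wells lacking GSTO1-1 enzyme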
Target sequence (P78417 whole entry, looked up): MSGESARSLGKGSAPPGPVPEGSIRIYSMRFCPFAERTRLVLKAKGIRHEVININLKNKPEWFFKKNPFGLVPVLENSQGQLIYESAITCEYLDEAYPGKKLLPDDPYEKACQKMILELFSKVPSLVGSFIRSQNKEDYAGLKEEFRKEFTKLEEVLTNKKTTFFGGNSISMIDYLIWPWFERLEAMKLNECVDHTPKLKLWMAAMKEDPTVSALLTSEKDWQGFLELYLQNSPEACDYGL
PAFAH1B2 inh: blocks human PAF acetylhydrolase 1b catalytic subunit 2; P68402; recombinant PAFAH1B2, FP-rhodamine activity probe, fluorescence polarization; inhibition, % at 3.39 µM; 1.2% of 340,000 active;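 active = inhibition above the mean of all tested compounds plus 3 SD, cut at about 24% in these data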;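 note: 0% = enzyme with DMSO and 100% = wells lacking PAFAH1B2; many of its hits are not listed in these tables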
PME-1 inh: blocks human protein phosphatase methylesterase 1; Q9Y570; recombinant PME-1, FP-Rh probe fluorescence polarization; inhibition, % at 5.9 µM; 0.53% of 320,000 active; AID 2130;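 active = inhibition above the campaign mean of all compounds plus 3 SD, cut at about 26% in these data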;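 note: competitive labeling of PME-1 active site by serine hydrolase directed probe; 0% = PME-1 with DMSO and 100% = wells lacking PME-1 enzyme; inhibitors block probe labeling so polarization falls and inhibition rises; many of its hits are not listed in these tables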
Target sequence (Q9Y570 whole entry, looked up): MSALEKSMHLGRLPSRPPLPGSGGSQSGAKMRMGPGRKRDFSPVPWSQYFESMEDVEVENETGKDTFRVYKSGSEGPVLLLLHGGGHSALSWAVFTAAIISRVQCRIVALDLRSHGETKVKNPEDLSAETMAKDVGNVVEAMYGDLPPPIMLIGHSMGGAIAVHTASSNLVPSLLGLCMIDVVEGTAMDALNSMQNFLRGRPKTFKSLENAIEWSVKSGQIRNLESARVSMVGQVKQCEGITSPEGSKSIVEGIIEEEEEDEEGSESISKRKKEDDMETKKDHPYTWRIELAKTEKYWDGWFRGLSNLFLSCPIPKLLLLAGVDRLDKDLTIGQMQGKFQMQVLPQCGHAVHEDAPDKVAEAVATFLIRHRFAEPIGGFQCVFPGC
* hit, by the source's call; . = not tested or not shown. An excerpt; rates above refer to the full screens.

SMILES	PREPL inh	PAD4 inh	LYPLA1 inh	pPAFAH FP inh	LYPLA2 counter	PAFAH1B3 FP inh	GSTO1 inh	PAFAH1B2 inh	PME-1 inh
CCOc1ccc(NC(=NCc2ccc3c(c2)OCO3)SC2CC(=O)N(c3ccc(OCC)cc3)C2=O)cc1 (centres undefined)	5	-4	-2	0	3	-5	-1	6	7
COc1ccccc1CN(CC(=O)NCc1ccc2c(c1)OCO2)C(=O)c1csnn1	-6	-4	-3	-2	-4	0	7	1	3
Cc1ccc(OCC(=O)NNC(=O)Nc2ccc(Cl)cc2)c(Br)c1	1	-1	-3	-1	-2	1	0	6	-6
CCOC(=O)N1CCN(CCC(=O)Nc2ccc(F)c(F)c2)CC1	3	-2	-3	6	-5	7	3	2	0
Cc1ccc(/C=C/C(=O)N2CCCC(C(N)=O)C2)o1 (centres undefined)	-9	1	1	1	5	8	-4	2	-4
O=C(Cn1ncc2ccccc21)N1CCc2ccccc21	21	5	-1	4	3	5	4	2	2
CC(=O)Nc1nnc(-c2c(-c3c(Cl)cccc3Cl)noc2C)o1	-3	0	0	1	2	9	6	-5	-1
Cc1cc(C(=O)N2CCCC(C(=O)c3cc(F)ccc3F)C2)c(C)o1 (centres undefined)	5	0	0	-1	-4	-3	4	1	-4
CN(C)C(CNC(=O)CSc1nc2ccccc2c(=O)n1Cc1ccco1)c1ccccc1 (centres undefined)	-4	-1	-2	4	1	11	9	3	-9
CC(C)(C)c1ccc(C(=O)NNC(=S)NCC2CCCO2)cc1 (centres undefined)	9	3	-2	3	0	3	2	6	1
O=C(CN1CCCN(S(=O)(=O)c2ccc(F)cc2)CC1)Nc1ccccc1Br	-40	4	1	6	8	3	9	7	-1
CC(C)(O)CC[C@H](OC(=O)c1ccccc1)[C@](C)(O)[C@H]1CC[C@@]2(O)C3=CC(=O)[C@@H]4C[C@@H](O)[C@H](O)C[C@]4(C)C3CC[C@]12C (some centres undefined)	10	1	0	6	-3	-1	9	2	-2
Cc1nc(N2CCOCC2)nc2c1CCC2	1	-4	7	2	-1	-5	1	3	1
C=CCn1c(SCC(=O)NC2CCS(=O)(=O)C2)nnc1-c1ccc(Cl)cc1 (centres undefined)	-10	-6	1	4	7	2	7	-3	3
COc1ccc(OCc2nn3c(-c4ccccn4)nnc3s2)cc1	15	-4	-5	1	2	0	2	4	6

Whole records, quoted from the list.
`C=CCn1c(SCC(=O)NC2CCS(=O)(=O)C2)nnc1-c1ccc(Cl)cc1` (centres undefined) as listed: PREPL inh = -10; PAD4 inh = -6; LYPLA1 inh = 1; pPAFAH FP inh = 4; LYPLA2 counter = 7; PAFAH1B3 FP inh = 2; GSTO1 inh = 7; PAFAH1B2 inh = -3; PME-1 inh = 3
`COc1ccccc1CN(CC(=O)NCc1ccc2c(c1)OCO2)C(=O)c1csnn1` as listed: PREPL inh = -6; PAD4 inh = -4; LYPLA1 inh = -3; pPAFAH FP inh = -2; LYPLA2 counter = -4; PAFAH1B3 FP inh = 0; GSTO1 inh = 7; PAFAH1B2 inh = 1; PME-1 inh = 3

(list continues)
SMILES	PREPL inh	PAD4 inh	LYPLA1 inh	pPAFAH FP inh	LYPLA2 counter	PAFAH1B3 FP inh	GSTO1 inh	PAFAH1B2 inh	PME-1 inh
COc1cc(NC(=O)C2CC(c3cccc(Br)c3)=NO2)cc(OC)c1OC (centres undefined)	36	3	1	2	-3	1	-3	4	0
COc1cccc(CN(C)C(=O)c2cc(COc3ccc(-n4cncn4)cc3)on2)c1	-9	-3	0	4	4	5	-1	-2	1
CS(=O)(=O)N1CCN(c2cccc(Cl)n2)CC1	-9	3	-1	2	-3	4	-4	0	-6
CC(=O)Nc1ccc(S(=O)(=O)N2CCC(C(=O)NCc3ccco3)CC2)cc1	1	-3	1	3	4	8	0	-1	0
CCc1ccccc1NC(=S)N1CCN(c2ccccn2)CC1	1	0	-2	5	-5	14	-2	3	4
CN1CCCN(C(=O)/C=C/c2ccc(Cl)cc2Cl)CC1	-17	-3	3	-4	1	9	13	0	-6
O=C1c2cccc(O)c2C(=O)c2c(O)cc(CO)cc21	14	8	1	10	5	.	18	.	7
Cc1ccc(C)c(NC(=O)c2cc[n+](C)cc2)c1	12	0	2	-2	1	4	15	4	-3
Cc1ccccc1OCC(=O)N(CC(C)C)c1c(N)n(CC(C)C)c(=O)[nH]c1=O	4	2	-1	-8	-8	-7	6	3	-3
C/C=C/Cn1cccc(C(=O)Nc2ccc(OC)cc2)c1=O	5	-1	-4	-1	-2	2	-6	1	-3
COc1ccccc1N1CCN(C(=O)c2ccc(NC(C)=O)cc2)CC1	0	-6	3	3	2	1	-4	10	5
CC(Sc1nnc(COc2ccccc2)n1-c1ccccc1)C(=O)O (centres undefined)	-6	1	3	3	1	-1	6	-1	-1
Cc1c(NC(=O)c2csc3c2CCCC3)c(=O)n(-c2ccccc2)n1C	-6	-4	-3	0	-4	2	2	3	-1
Cc1noc(C)c1S(=O)(=O)N(C)C[C@H]1Oc2ccc(NC(=O)CCC(F)(F)F)cc2C(=O)N([C@H](C)CO)C[C@@H]1C	8	4	.	1	.	8	.	-2	.
C#Cc1ccc([C@@H]2C=C(C(=O)NC3CC3)O[C@H](OCC)[C@H]2CCCO)cc1	5	0	2	6	0	1	3	-6	-1
COc1cccc(C(=O)NCC(=O)NCc2cc(=O)n(C)c(=O)n2C)c1	2	3	1	0	4	4	-2	3	4
O=C(NC1=NCCS1)C1CC2CCC1C2 (centres undefined)	12	-4	2	-1	0	0	-2	3	-5
O=C(N/N=C/c1ccc(Cl)s1)c1ccccc1[N+](=O)[O-]	6	-1	0	5	8	8	-1	8	3
Cc1ccc(S(=O)(=O)N2CCOCC2)cc1NC(=O)COC(=O)CSc1ccc(Br)cc1C	12	1	-2	21	-6	8	1	14	2
CC1CCCN(C(=O)CSCC(=O)Nc2nc(-c3cccs3)cs2)C1 (centres undefined)	22	0	-1	5	-3	-3	5	3	2
Cc1ncc([N+](=O)[O-])n1CC(=O)NC1CCCCC1	-14	-5	-2	4	12	7	-1	3	-1
Cc1c(N(C)C)c(=O)n(-c2ccccc2)n1C	-4	-2	-1	0	-1	7	.	5	5
O=C(O)c1ccccc1C(=O)Nc1nc(-c2ccc3ccccc3c2)cs1	4	-2	-3	-9	-4	-2	0	-1	1
Cc1ccc(-c2nc(NCc3cccnc3)c3ccccc3n2)cc1	21	1	-7	-1	-9	8	-7	1	-9
NS(=O)(=O)c1ccc(CCNC(=O)CCCC2=NS(=O)(=O)c3ccccc3N2)cc1	-1	0	0	2	6	5	6	-3	2
Nc1nnc(SCC(=O)N2CCN(Cc3ccccc3)CC2)s1	7	-5	-3	-3	-2	11	-3	2	-5
O=C(NCc1cccnc1)C1CC(=O)N(c2ccc(F)cc2)C1 (centres undefined)	-5	0	0	0	7	2	3	-2	-3
Oc1[nH]c2ccc(Br)cc2c1N=NC(=S)N1CCOCC1	23	-3	-3	14	-3	4	-31	-4	4
Cc1ccc(N/N=C/c2c(O)cc(C)oc2=O)cc1	4	-1	2	2	11	3	9	6	0
CSc1sc(C(=O)N2CCc3ccccc32)cc1S(=O)(=O)C(C)C	-8	-1	-4	-2	3	8	0	3	4

12 structures from above, arranged by number of heavy atoms, descending.
SMILES	PREPL inh	PAD4 inh	LYPLA1 inh	pPAFAH FP inh	LYPLA2 counter	PAFAH1B3 FP inh	GSTO1 inh	PAFAH1B2 inh	PME-1 inh
Cc1ccc(S(=O)(=O)N2CCOCC2)cc1NC(=O)COC(=O)CSc1ccc(Br)cc1C	12	1	-2	21	-6	8	1	14	2
NS(=O)(=O)c1ccc(CCNC(=O)CCCC2=NS(=O)(=O)c3ccccc3N2)cc1	-1	0	0	2	6	5	6	-3	2
O=C(O)c1ccccc1C(=O)Nc1nc(-c2ccc3ccccc3c2)cs1	4	-2	-3	-9	-4	-2	0	-1	1
COc1cccc(C(=O)NCC(=O)NCc2cc(=O)n(C)c(=O)n2C)c1	2	3	1	0	4	4	-2	3	4
Cc1ccc(-c2nc(NCc3cccnc3)c3ccccc3n2)cc1	21	1	-7	-1	-9	8	-7	1	-9
CSc1sc(C(=O)N2CCc3ccccc32)cc1S(=O)(=O)C(C)C	-8	-1	-4	-2	3	8	0	3	4
O=C(NCc1cccnc1)C1CC(=O)N(c2ccc(F)cc2)C1 (centres undefined)	-5	0	0	0	7	2	3	-2	-3
Oc1[nH]c2ccc(Br)cc2c1N=NC(=S)N1CCOCC1	23	-3	-3	14	-3	4	-31	-4	4
O=C(N/N=C/c1ccc(Cl)s1)c1ccccc1[N+](=O)[O-]	6	-1	0	5	8	8	-1	8	3
Cc1ccc(N/N=C/c2c(O)cc(C)oc2=O)cc1	4	-1	2	2	11	3	9	6	0
Cc1c(N(C)C)c(=O)n(-c2ccccc2)n1C	-4	-2	-1	0	-1	7	.	5	5
O=C(NC1=NCCS1)C1CC2CCC1C2 (centres undefined)	12	-4	2	-1	0	0	-2	3	-5

Carrying on.
SMILES	PREPL inh	PAD4 inh	LYPLA1 inh	pPAFAH FP inh	LYPLA2 counter	PAFAH1B3 FP inh	GSTO1 inh	PAFAH1B2 inh	PME-1 inh
Cc1ccc(C(=O)N/C(=C\c2cccnc2)c2nc3ccccc3[nH]2)cc1	0	0	-1	10	3	4	4	2	-6
CCN(CC)S(=O)(=O)c1ccc(N2CCOCC2)c(NC(=O)C2CCCO2)c1 (centres undefined)	18	-2	2	-9	2	0	0	1	6
COc1ccc(CC(=O)N2CCOCC2)cc1	20	6	0	5	2	10	1	-1	-2
Fc1ccc(-c2nn3c(C4COc5ccccc5O4)nnc3s2)cc1 (centres undefined)	-37	-2	-1	0	-1	8	3	5	-4
COc1ccccc1-c1oc2ccccc2c1C#CC1(N)CCCCC1	-47	1	1	1	5	0	.	6	-2
COc1cccc(NC(=O)CN(C)C(=O)c2cc3c(s2)CCCC3)c1	17	-4	0	6	1	8	.	0	1
CCc1cc(=O)oc2cc(C)cc(OCC(=O)NCC3CCC(C(=O)O)CC3)c12 (centres undefined)	10	1	-2	1	4	6	-8	0	0
COc1ccc(Br)c(-c2nnc(CS(=O)(=O)c3ccccc3)o2)c1	-13	0	-1	-3	-3	-1	2	1	2
O=C(Nc1ccc(-c2nc3cc(NC(=O)c4cccs4)ccc3o2)cc1)c1cccs1	5	-2	-1	5	2	9	4	1	-3
CCOC(=O)C1CCN(C2=NC(=O)/C(=C/c3ccccc3OC)S2)CC1	14	1	1	4	3	7	2	5	8
COc1ccc(NC(=O)CCc2nc(-c3ccc(C)cc3)no2)cc1Cl	-2	-6	-4	2	3	3	-3	2	-6
C=CCNC(=O)CSc1nnc(-c2ccccc2Cl)n1-c1c(C)n(C)n(-c2ccccc2)c1=O	4	-3	1	-1	-2	0	-1	1	4
N#CC12CCCCC1CC1CCCCC1(C#N)N2N (centres undefined)	-5	-2	3	2	-3	1	15	2	-1
CCc1cc(=O)[nH]c(SCC(=O)N2CCC(Cc3ccccc3)CC2)n1	8	4	2	0	-4	5	3	8	3
CCc1c(O)nc(SCC(=O)Nc2ccccc2)n(-c2ccccc2)c1=O	10	6	0	8	5	14	3	-1	-2
Cc1cnc(C)c(N2CCC(C(=O)NC(C)c3cccs3)CC2)n1 (centres undefined)	8	-1	-1	-3	0	6	-2	5	-2
COc1ccc(S(=O)(=O)N2CC(O)CC2C(=O)Nc2cccnc2)cc1 (centres undefined)	-2	-2	4	6	9	6	0	0	-8

Assay outcomes deposited in PubChem BioAssay by The Scripps Research Institute Molecular Screening Center.
